From PubChem
SSB-PriA inh – K. pneumoniae PriA-SSBct interaction inhibition | AlphaScreen SSBct-PriA binding, biotinylated peptide | actives 0.6% (n = 430,000) | AID 1272365 | inhibition, % at 33 µM; in the data active = inhibition mostly above about 37%, no sharp cut-off; inactive = mostly below about 20%;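 note: plate controls were negative control peptide for no effect and reference peptide for full effect; strong numbers were not always called active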
BoNT-A LC inh2 – BoNT A light chain protease inhibition | multiplex microsphere protease substrate cleavage, flow cytometry | actives 0.17% (n = 360,000) | AID 588499 | inhibition, % at 10 µM; note: plate controls were buffer without enzyme for full effect and enzyme alone for no effect
BoNT-F LC inh – inhibitors of Botulinum neurotoxin F light chain protease | Multiplex microsphere protease cleavage assay, flow cytometry | inhibition, % at 10 µM | actives 0.22% (n = 360,000) | AID 588497; in the data active = inhibition above about 35%, passing the limit was not always enough; inconclusive = no clear call, values can overlap the other calls; note: plate controls were buffer without enzyme for full effect and enzyme alone for no effect
PrPC TRFRET – inhibitors of human cell surface prion protein PrPC; P04156; TR-FRET read-out; inhibition, % at 13.8 µM; actives 0.43% (n = 370,000); AID 720596; in the data active = inhibition above about 24%; note: 0% = median of the test wells and 100% = reference compound wells
Rv3671c inh – inhibits the M. tuberculosis serine protease Rv3671c | inhibition, % at 5.96 µM | actives 0.048% (n = 320,000) | P9WHR9; in the data active = inhibition above about 38%;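 note: extracellular domain of Rv3671c used as enzyme; 0% = enzyme with DMSO and 100% = no enzyme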
Target sequence (P9WHR9 whole entry, looked up, the tested form may be a part): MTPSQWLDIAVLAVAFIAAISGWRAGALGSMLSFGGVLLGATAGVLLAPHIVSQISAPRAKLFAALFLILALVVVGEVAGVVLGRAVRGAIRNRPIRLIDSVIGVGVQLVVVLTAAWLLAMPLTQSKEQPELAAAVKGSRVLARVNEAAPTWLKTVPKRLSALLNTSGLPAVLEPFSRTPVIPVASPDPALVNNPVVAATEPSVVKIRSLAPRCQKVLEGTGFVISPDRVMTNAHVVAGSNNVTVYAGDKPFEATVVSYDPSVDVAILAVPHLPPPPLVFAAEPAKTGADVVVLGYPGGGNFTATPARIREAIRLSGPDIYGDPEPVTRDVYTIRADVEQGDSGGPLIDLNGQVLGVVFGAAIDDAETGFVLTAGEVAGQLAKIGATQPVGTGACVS
MazEF act – MazEF (E. coli) toxin RNase activation; P0AE70; FAM/BHQ RNA-DNA oligo cleavage fluorescence, 5 h; activation, % at 20 µM; actives 0.32% (n = 350,000); AID 504720; in the data active = activation above about 50%
Target sequence (P0AE70 whole entry, looked up): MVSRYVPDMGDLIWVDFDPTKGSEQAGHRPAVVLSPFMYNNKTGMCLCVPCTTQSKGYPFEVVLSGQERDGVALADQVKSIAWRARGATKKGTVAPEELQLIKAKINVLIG
DUSP3 inh – blocks human VHR1 dual specificity phosphatase. recombinant VHR phosphatase, pNPP absorbance. P51452. inhibition, % at 13.3 µM. actives 0.52% (n = 290,000); in the data active = inhibition above about 50%; note: some compounds called inactive have numbers as strong as hits
Target sequence (P51452 whole entry, looked up): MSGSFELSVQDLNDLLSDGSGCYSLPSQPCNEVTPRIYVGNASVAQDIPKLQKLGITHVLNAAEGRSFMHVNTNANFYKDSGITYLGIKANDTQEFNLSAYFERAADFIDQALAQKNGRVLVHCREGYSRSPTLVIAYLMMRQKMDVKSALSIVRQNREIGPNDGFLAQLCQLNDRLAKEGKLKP
SARS 3CLpro inh – SARS-CoV 3CLpro protease inhibition. P0C6X7. recombinant SARS-CoV 3CLpro, quenched FRET peptide cleavage. inhibition, % at 6 µM. actives 0.14% (n = 290,000). AID 1706; in the data active = inhibition above about 12%
CCHFV vOTU inh – blocks the CCHF virus ovarian tumor domain protease | CCHFV vOTU protease, Pep-AMC fluorescence | inhibition, % at 11.5 µM | actives 0.55% (n = 370,000) | AID 651958; in the data active = inhibition above about 30%; note: 0% = vehicle wells with enzyme and 100% = no enzyme wells
Anthrax LF inh2 – anthrax lethal factor protease inhibition. multiplex microsphere protease cleavage assay, LF. AID 588501. inhibition, % at 10 µM. P15917. actives 0.12% (n = 360,000); note: plate controls were buffer without enzyme for full effect and enzyme alone for no effect
An asterisk follows results filed as active; i = inactive; ? = inconclusive; · = not tested or not shown; & = joins results of further samples. Cut-off read from the data, not from the text of the source, unless noted: active = inhibition above about 30%; inconclusive = no clear call, values can overlap the other calls; inactive = below that. These rows are one share of the data. The share of hits here may be higher or lower than overall.

SMILES	SSB-PriA inh	BoNT-A LC inh2	BoNT-F LC inh	PrPC TRFRET	Rv3671c inh	MazEF act	DUSP3 inh	SARS 3CLpro inh	CCHFV vOTU inh	Anthrax LF inh2
Clc1cccc(NCc2nnc(SCc3ccccc3)o2)c1	-22	-0.9	9	3	-2	0	4	-3	5	2
CCCCOC(=O)c1ccc(OC(=O)c2cccnc2)cc1	-9	0.1	-8	-8	4	4	29	-1	-1	0
O=C(NCC(c1cccs1)N1CCOCC1)c1ccc(Br)o1 (configuration not stated)	-3	0.4	0	2	-4	-1	7	-4	3	0
COc1ccc(/C=C/C(=O)O)cc1S(=O)(=O)NC1CCS(=O)(=O)C1 (configuration not stated)	-4&-2	-0.7	-1	-7	-2	-5	8	0	3	0
CC(C)(CNC(=O)CO/N=C1/C=C2CCC3C(C(O)C[C@@]4(C)C3CC[C@]4(O)C(=O)CO)[C@@]2(C)CC1)C(O)C(=O)O (some centres not stated)	·	-0.3	4	3	-4	5	10	4	-4	-11
COCCOC(=O)C1=C(C)NC(=O)NC1c1cccc2ccccc12 (configuration not stated)	-4	-2.0	10	10	-1	6	25	-1	-16	-6
O=C1CCC2(CCCCC2)N1	-3	0.3	-1	5	·	-7	·	·	13	-1
CC(C)NC(=O)c1ccccc1NC(=O)CS(=O)(=O)Cc1ccccc1	0	-0.2	-4	6	-4	1	23	4	-4	-2
CCOC(=O)c1cnc(SC)nc1Sc1ccccc1Cl	-64	-0.4	-17	-2	-3	10	18	3	13	-2
COc1cccc(C(=O)NCC(=O)NNc2ncnc(N)c2[N+](=O)[O-])c1	-6	-0.1	-4	-15	7	-2	18	1	8	-4
COCCNC(=O)CCCn1c(=O)c2ccccc2n(Cc2ccccc2C#N)c1=O	-13&-1	-0.7	0	3	3	2	13	1	-1	-10
Cc1cc(SCC(=O)OC/C(O)=C(\C#N)c2nc3ccccc3[nH]2)c(C)cc1Br	-2	-0.2	-2	-2	-19	-10	30	-2	0	-1
COc1ccc(C(=O)OCc2cc3cccc(C)c3[nH]c2=O)cc1	-15	0.8	-4	4	-8	-4	2	7	3	-2
COc1ccccc1-c1ccc(/C=N/O)o1	i	0.3	-13	-5	3	2	-6	-1	-4	2
Cc1nc2sc(C(c3ccc(F)cc3)N3CCOCC3)c(O)n2n1 (configuration not stated)	-11	-1.0	12	0	-4	6	43	-3	2	0
CC(C(=O)Nc1ccccc1-c1ccccc1)N1CCN(C(=O)c2ccccc2)CC1 (configuration not stated)	0	-0.7	-3	-2	0	4	31	2	-5	7
COc1cc(S(=O)(=O)N2CCOCC2)ccc1NC(=O)COC(=O)C12CC3CC(CC(C3)C1)C2	3	0.5	-9	4	-10	5	-23	-2	-2	6
Cc1ccc(O)c(C(=O)c2cnc3c(c2)c(C)nn3C)c1	1	1.8	1	9	-18	8	16	6	24	0
O=C(O)c1ccccc1NS(=O)(=O)c1ccc2c(c1)OCCO2	-4	-0.4	0	-7	-1	-3	7	-2	-7	0
CCC1NC(=O)c2cccnc2-n2c1nc1ccc(F)cc1c2=O (configuration not stated)	·	0.1	0	-8	·	2	·	·	10	-2
Cc1ccc2c(Cl)c(C(=O)Nc3ccc4c(c3)OCO4)sc2c1	-5	-0.2	-3	-1	7	-1	-13	1	-13	-2
O=C(NC1CCCCC1)C(c1ccco1)N(Cc1ccco1)C(=O)c1ccco1 (configuration not stated)	-7	-0.3	0	0	5	-11	28	0	6	2
C=CCn1c(SCC(=O)Nc2cc(C)on2)nc2c([nH]c3ccccc32)c1=O	-7	-1.2	2	4	2	-10	5	1	-1	-2
COc1ccc(-n2nnnc2SCC(=O)N2C(C)CCCC2C)c(OC)c1 (configuration not stated)	-10	-0.8	-3	2	-7	2	-6	1	-3	-2
COCCCN1C(=O)C(CC(=O)NCCN2CCOCC2)CC(C(=O)N(C)C)=C1C (configuration not stated)	·	0.2	2	-2	·	·	·	·	-1	-4
COc1ccc(N2C(=O)CC(Sc3n[nH]c(-c4cccc(C)c4)n3)C2=O)cc1 (configuration not stated)	5	·	·	9	-2	5	4	3	-9	·
COc1ccc(-c2nc(N)sc2C2(O)C(=O)Nc3c(Br)cc(F)cc32)cc1OC (configuration not stated)	3	0.1	3	-5	7	4	22	3	5	-2
O=C(NCCCCc1ccccc1)c1ccc(F)cc1	-7	-3.9	?	3	3	-8	·	·	-3	-5
Cc1cc(N/N=C\c2ccccc2)nc(-c2ccccc2O)n1	·	-0.3	6	1	-32	-6	-6	0	-1	-2
O=C(NCc1ccncc1)Nc1ccc(Cl)cc1Cl	-25	-0.9	8	7	-5	-5	19	-3	14	0
CC1(C)Cc2nc(-c3ccccc3)nc(NNC(=O)c3ccco3)c2CO1	2	?	?	0	-4	4	8	-1	1	-17
N#CCCNCC1(c2ccccc2)CCCC1	-10	-0.1	-10	-1	-1	0	13	4	4	0
CC(=O)Nc1sc(/C(C#N)=C\c2cccc(Cl)c2)nc1-c1ccc(C)cc1	-17	13	6	4	-4	-56	-8	0	9	7
Cc1ccc(C(=O)Nc2ccccc2)cc1S(=O)(=O)N1CCN(C)CC1	-9	-3.6	?	-2	-2	2	9	-2	-6	-10
COc1cc(O)oc1C=Nc1ccc(Cl)cc1Cl	-3	0.7	-3	0	-15	-5	-13	3	-1	0
Cc1cccc(N(C)S(=O)(=O)c2c(C)[nH]c(C)c2C(=O)N2CCCC2)c1	3	0.4	-1	2	-8	11	54*	-3	10	-2
COc1ccc(C(CNc2ccc(S(=O)(=O)N3CCCC3)cc2[N+](=O)[O-])N2CCCC2)cc1 (configuration not stated)	30	-0.1	-1	-13	-2	-5	-4	8	4	0
COc1ccc(OCc2csc(N)n2)cc1	6	0.2	2	2	-6	-6	4	2	-17	-6
COc1ccccc1NC(=O)CN1CCN(CC(=O)Nc2ccc(S(N)(=O)=O)cc2)CC1	-9	-2.8	-20	5	-2	9	10	-1	0	-10
CCCCn1cnc2sc(-c3ccccc3)cc2c1=O	-11	-0.4	-19	-2	-4	1	21	2	10	1
COc1ccc(C=NNC(=O)c2ccccc2OCc2ccc(F)cc2)c(OC)c1	7	-0.3	0	3	-6	-31	·	·	1	-3
S=C(NCCc1ccccc1)N/N=C/c1c(Cl)cccc1Cl	·	-0.7	-7	1	-31	5	0	0	10	0
COc1ccc(CCNC(=O)CN2C(=O)NC3(CCOc4ccccc43)C2=O)cc1 (configuration not stated)	-12	0.8	-4	-6	·	2	·	·	-3	-6
Cn1cnnc1Sc1ccc(CN2CCN(C3CCCC3)C(CCO)C2)o1 (configuration not stated)	-1	0.0	0	10	-11	2	18	2	14	0
O=C(O)COc1cccc2nsnc12	-17	0.2	-1	-1	6	2	-17	-2	10	-5
O=C(O)COc1ccccc1/C=N/NC(=O)CN1CCN(Cc2ccc(Cl)cc2)CC1	i	-0.6	-4	-10	-3	6	26	2	-11	-1
O=C([O-])c1cc(-c2ccccc2)cc(-c2ccccc2)[n+]1CCc1ccc(Cl)cc1	·	0.2	-12	6	·	18	·	·	13	8
Cc1c(Cl)cccc1Nc1nc(N)nc(CSC(=S)N2CCOCC2)n1	1	-0.3	-1	-5	-4	1	-19	4	1	-1
CC(Sc1ccccc1)C(=O)NCC(c1ccco1)N1CCCCC1 (configuration not stated)	0	-1.4	-11	2	4	-1	·	·	-6	-1
CC(=O)Nc1cc2c(cc1C(=O)c1ccc(C)cc1)OCCO2	1	-0.6	-11	-3	0	-1	11	4	1	-1
CCCCCC#CCN1CCN(C23CC4CC(CC(C4)C2)C3)CC1	0	0.1	-2	·	5	-3	·	·	·	5
CCOc1ccc(N2C(=O)CC(Cc3ccccc3OC)C2=O)cc1 (configuration not stated)	1	-6.3	?	-7	12	7	9	-1	-11	-5
CC(C)(c1ccccc1)c1ccc(OCCn2cnc3ccccc3c2=O)cc1	5	0.6	?	8	-16	5	16	0	31*	-4
Cc1occc1-c1nnc(SCC(=O)NCc2ccco2)n1CC(C)C	-25	0.3	0	-3	-2	-8	-12	-2	2	-2
CC1(C)NC(=O)N(CCCCOc2ccc3c(c2)CCC3)C1=O	-3	0.4	-2	5	-1	-1	1	0	-2	-3
COc1ccccc1N(CC(O)Cn1c2ccccc2c2ccccc21)S(=O)(=O)c1ccccc1 (configuration not stated)	1	0.3	-2	6	-36	-5	7	2	10	0
N#CSCC(=O)c1cccc2ccccc12	-6	-0.2	-8	-5	-10	-6	-8	2	1	-2
Cn1cc(CC(=O)NCCN2CCOCC2)c2ccccc21	-2	-0.6	1	4	9	8	27	1	-2	-1
Cc1ccc(NC(=O)CSCC(=O)N2CCN(Cc3ccc4c(c3)OCO4)CC2)cc1	4	0.1	3	1	6	-6	1	-2	-3	0
Cn1nc(-c2ccccc2F)c2cc(C(=O)N3CCN(C(=O)c4ccco4)CC3)sc21	14	-0.1	9	4	-12	1	·	0	-2	7

3 successive records from above, quoted:
SMILES	SSB-PriA inh	BoNT-A LC inh2	BoNT-F LC inh	PrPC TRFRET	Rv3671c inh	MazEF act	DUSP3 inh	SARS 3CLpro inh	CCHFV vOTU inh	Anthrax LF inh2
Cn1cc(CC(=O)NCCN2CCOCC2)c2ccccc21	-2	-0.6	1	4	9	8	27	1	-2	-1
Cc1ccc(NC(=O)CSCC(=O)N2CCN(Cc3ccc4c(c3)OCO4)CC2)cc1	4	0.1	3	1	6	-6	1	-2	-3	0
Cn1nc(-c2ccccc2F)c2cc(C(=O)N3CCN(C(=O)c4ccco4)CC3)sc21	14	-0.1	9	4	-12	1	·	0	-2	7

(continued)
SMILES	SSB-PriA inh	BoNT-A LC inh2	BoNT-F LC inh	PrPC TRFRET	Rv3671c inh	MazEF act	DUSP3 inh	SARS 3CLpro inh	CCHFV vOTU inh	Anthrax LF inh2
N/C(=N\OC(=O)c1cccs1)c1ccc(Cl)cc1	·	-3.0	?	3	-2	0	20	-4	1	-2
COC(=O)c1ccc2c(=O)n3c(nc2c1)SCC(c1ccccc1)=N3	-5	-0.1	3	-5	0	10	-8	-8	22	-8
O=C(NNc1c2ccccc2nc2ccccc12)c1ccccc1Cl	15	-2.5	-11	2	-5	12	43	-4	-15	-7
CC(=O)Nc1ccc(Nc2nnc(-c3ccc(C)c(S(=O)(=O)NCCO)c3)c3ccccc23)cc1	2	-0.8	-7	-22	·	10	12	-1	-20	15
Nc1ccc(Br)c2c1C(=O)c1ccccc1C2=O	20	·	·	·	-6	-1	-5	-2	·	·
CCCc1cc(=O)[nH]c(SCC(=O)c2cc(C)n(CC(F)(F)F)c2C)n1	1	-0.2	4	5	13	3	26	-4	6	0
O=C1[C@@H](Oc2ccccc2)[C@@H](c2ccncc2)N1c1ccncc1	6	-0.1	2	5	·	2	·	·	-5	-11
COc1ccc(CN2C(=O)c3ccccc3C2c2nnnn2-c2c(C)cccc2C)cc1OC (configuration not stated)	·	-1.3	-6	-1	·	·	·	·	13	-2
CN(CC(=O)Nc1ccc(OC(F)(F)F)cc1)C(=O)c1ccccc1SCC(=O)N1CCCC1	-3	0.1	-4	4	·	-2	·	·	10	-2
OCCC1CN(Cc2ccccn2)CCN1C1CCCC1 (configuration not stated)	-9	-0.9	-3	-7	-6	1	4	0	-18	-6
COc1ccc(CCCNC(=O)C2(C)Cc3c(-c4ccc5c(c4)OCO5)ccnc3O2)cc1 (configuration not stated)	·	-0.6	-7	6	·	·	·	·	4	4
COc1ccc2nc3cc(Cl)ccc3c(C#N)c2c1	0	18	-2	0	-6	142*	16	1	-3	13
COC(=O)c1ccc(CN(c2ccccc2Cl)S(C)(=O)=O)cc1	-20	0.8	0	2	1	-11	10	2	-11	-8
COc1ccc2sc(-c3ccc(S(C)(=O)=O)cc3)c(-c3ccc(C(N)=O)cc3)c2c1	-3	0.3	1	-3	-2	18	·	·	6	-1
CCc1ccc(-c2cc(C)no2)cc1S(=O)(=O)N1CCCN(Cc2ccc(F)cc2)C1	-14	0.8	-10	-9	4	-5	4	2	2	1
O=C(CN1CCN(C(=O)c2ccccc2)CC1)Nc1cc(S(=O)(=O)N2CCCC2)ccc1Cl	-19	-0.2	-2	5	-12	-2	·	·	-4	5
